From PubChem
aSyn tox rescue – inhibitors of alpha-synuclein toxicity in yeast. 94,000 tested, 0.02% active. Potency, µM (series often up to 46.1 µM), without a hit: at the highest dose growth rescue (activation), hits mostly activators. S. cerevisiae alpha-synuclein toxicity rescue, BacTiter-Glo growth, 24 h. AID 1347070; active = well fitted activation curve with a large enough effect; inconclusive = small, poorly fitted or top-dose-only effect; note: 0% is about no effect
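Growth restoration measured by BacTiter-Glo luminescence after 24 hr at 30 deg C; alpha-synuclein yeast, raffinose-pregrown to mid-log, were added at OD600=0.02 in galactose medium onto pinned compounds.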
Active calls of the source: *; ? = inconclusive; & = joins results of further samples; [ ] = dose if it differs, or a comment. Potency is the fitted concentration of half-maximal effect. Some of the compounds tested; rates above refer to the full screens.

SMILES | aSyn tox rescue
O=C(NCCCc1ccccc1)c1nn(-c2ccccc2F)nc1CO | -8%
CC(C)CN(C(=O)C(c1ccccc1)c1ccccc1)c1c(N)n(CC(C)C)c(=O)[nH]c1=O | 9%
c1ccc(-c2nnc(-c3ccccn3)s2)nc1 | -19%
CSCC[C@H](NC(=O)Nc1cccc(Br)c1)C(=O)O | 2%
COc1ccc(CNC(=O)c2c(O)nc3c(C)cccn3c2=O)cc1 | -11%
CNc1nc(Oc2ccc(=O)[nH]n2)nc(N2CCOCC2)n1 | 7%
Cc1nn(-c2ccccc2)c2sc(C(=O)Nc3ccc(Br)cc3)cc12 | -15%
O=C(NCCc1ccccc1)c1ccc(CS(=O)Cc2ccc(Cl)cc2)o1 (configuration not stated) | -3%
N=c1c2ccccc2nc2n1CCCCC2 | -1%
CCc1ccc(OCC(=O)Nc2ccc(Cl)c(-c3nc4ncccc4o3)c2)cc1 | -14%
CCCC(=O)Nc1ccc2nc(SCC(=O)N3CCOCC3)sc2c1 | 8%
CCN1CCN(C(c2ccc(F)cc2)c2sc3nc(-c4ccco4)nn3c2O)CC1 (configuration not stated) | 1%
Cc1ccc(Cl)cc1N1CCN(C(=O)c2cc3c(=O)n(C)c4ccccc4c3s2)CC1 | 5%
COC(=O)c1sccc1NC(=S)N1CCN(c2ccccc2)CC1 | -13%
CCOc1ccc(C(=O)Nc2ccc(C(=O)OCc3cc(=O)n4nc(CC)sc4n3)cc2)cc1 | -4%
Cc1ccc(OCC(=O)O/N=C(\N)c2cccnc2)cc1 | -1%
CCc1noc(C)c1C(=O)N1CCCSC1=Nc1ccccc1Cl | -17%
O=C(Cc1ccccc1)N(Cc1cccnc1)c1nc2c(F)cc(F)cc2s1 | ?
CCSc1nnc(NC(=O)[C@@H](NC(=O)c2cc(OC)cc(OC)c2)C(C)C)s1 | -12%
COc1ccc(NC(=O)C2CCCN(S(=O)(=O)c3ccc(-n4cnnn4)cc3)C2)cc1 (configuration not stated) | -2%
CC(=O)c1cn(Cc2ccccc2)c(=O)[nH]c1=O | -1%
O=C(CN1C(=O)C2(SCC(=O)N2c2ccc(Cl)cc2)c2ccccc21)NCCc1ccccc1 (configuration not stated) | 3%
O=C1N/C(=C\c2ccccc2)C(O)=C1C=NCc1ccccc1 | -8%
COc1ccc(CNC(=O)C(=O)NCC(c2cccs2)S(=O)(=O)c2ccc(C)cc2)cc1 (configuration not stated) | 5%
COc1cc(NC(=O)c2ccc(-c3nc(COc4ccccc4)c(C)o3)cc2)cc(OC)c1 | -12%
O=C(NCc1ccccc1)C1CCC(CNS(=O)(=O)c2ccc(Br)s2)CC1 (configuration not stated) | -9%
O=C(Cn1c(-c2cccs2)cc2ccccc21)NCCCN1CCN(c2ccccc2F)CC1 | -10%
O=S(=O)(c1ccc2nc(NCc3ccccc3Cl)ccc2c1)N1CCCCC1 | -7%
CC(C)Cc1nnc(NS(=O)(=O)c2ccccc2)s1 | 15%
COC(=O)Cc1c(C)c2ccc3c(c2oc1=O)CN(Cc1ccc(Cl)cc1)CO3 | -4%
COc1ccccc1/C=N/NC(=O)c1cccc(NC(=O)c2ccccc2Cl)c1 | -3%
CC1(c2cccc(Br)c2)NC(=O)N(CC(=O)Nc2ccc(F)cc2)C1=O (configuration not stated) | 2%
COc1ccc(NC(=O)c2cc(S(=O)(=O)N3CCOCC3)cn2C)c(OC)c1 | 0%
CCN(CC)C(=O)Cn1cc(SCC(=O)Nc2cc(OC)ccc2OC)c2ccccc21 | -6%
CCOC(=O)C1CCCN(Cc2cc(=O)oc3cc(C)c(C(C)C)cc23)C1 (configuration not stated) | -5%
O=C(NNc1c(Cl)cccc1Cl)c1cccs1 | 5%
COc1cc([N+](=O)[O-])ccc1NC(=O)c1nc2ccccc2n(C)c1=O | 3%
O=C(NCc1cccnc1)C(=O)NCC1OCCN1S(=O)(=O)c1ccc(Cl)cc1 (configuration not stated) | -3%
Cn1c(-c2sccc2OCc2ccc(Cl)cc2Cl)n[nH]c1=S | 15%
CCN(c1ccccc1C)S(=O)(=O)c1nnc(NC(=O)c2ccco2)s1 | 9%
Cc1ccc(NC(=O)CSc2nnc(-c3ccc([N+](=O)[O-])cc3)o2)c(C)c1 | -7%
Cc1ccccc1CN1CCCN(CC(=O)Nc2ccc3c(c2)OCCO3)S1(=O)=O | 9%
COc1ccccc1Nc1sc(C(=O)c2ccc3c(c2)OCO3)c(N)c1S(=O)(=O)c1ccccc1 | -10%
CCOc1ccc(NC(=O)CCn2ccnc2)cc1 | 1%
CCn1c(SCC(=O)Nc2cc(Cl)ccc2OC)nnc1C1CC1 | 8%
CC1CCCC(C)N1CCCNC(=O)CN1C(=O)c2cccnc2Oc2ccc(Cl)cc21 (configuration not stated) | 1%
CCOc1ccc(-c2cccc(NS(=O)(=O)c3ccc(Cl)s3)c2)nn1 | -3%
CCN(CC)c1ccc(CN(C(=O)c2cc(=O)c3ccccc3o2)C2CCS(=O)(=O)C2)cc1 (configuration not stated) | -5%
CCOC(=O)C1CCCN(c2nc3c(S(=O)(=O)c4ccc(CC)cc4)nnn3c3ccsc23)C1 (configuration not stated) | 1%
O=C(CCSc1nc(-c2ccco2)cc(C(F)(F)F)n1)Nc1cccc(O)c1 | -6%

Continued:
SMILES | aSyn tox rescue
CCCCN(CC)CCNC(=O)c1cc2c(-c3ccc(Cl)cc3)nn(C)c2s1 | -3%&10%
O=c1cc(CN2CCN(S(=O)(=O)c3ccc(Cl)cc3)CC2)nc2sc(-c3ccccc3F)nn12 | 8%
Cc1ccc(N2CC(C(=O)OCC(=O)c3ccc[nH]3)CC2=O)cc1 (configuration not stated) | 14%
CCOC(=O)c1ccc(NC(=O)Nc2cccc(OCc3cc(=O)n4ccc(C)cc4n3)c2)cc1 | 1%
COc1ccc(CNC(=O)Cn2c(=O)ccc3cc(S(=O)(=O)N4CCCC4)ccc32)cc1 | -6%
Fc1ccc(COc2ccccc2C(=S)N2CCCC2)cc1 | -20%
CCN(CC)Cc1nc2nc(Cl)c(Cl)nc2[nH]1 | -3%
Cc1ccc2sc(N3CCN(C(=O)CCS(=O)(=O)c4ccc(F)cc4)CC3)nc2c1C | 4%
O=C(CN1CCC(C(=O)c2ccc(Cl)cc2)CC1)NC1CCCC1 | -4%
COC(=O)C1CCN(C(=O)COC(=O)CNS(=O)(=O)c2ccc(SC)c([N+](=O)[O-])c2)CC1 | -1%
Cn1c(CSCc2ccccc2)n[nH]c1=S | -6%
CCc1cccc(NC(=O)C(Cc2ccccc2)NS(=O)(=O)c2ccc3c(c2)oc(=O)n3C)c1 (configuration not stated) | -2%
CNC(=O)C[C@@H]1C(=O)N(Cc2ccccc2)CC1(C)C | -7%
CC1=C(C(=O)Nc2ccccc2)C(C(C)C)n2nc(SCc3ccccc3C)nc2N1 (configuration not stated) | 0%
c1ccc2oc(-c3ccc(Nc4nc(N5CCOCC5)nc(N5CCOCC5)n4)cc3)nc2c1 | 0%
Cc1ccc(C)c(N2CCN(C(=O)c3cn(CC(C)C)c(=O)c4c3c3ccccc3n4C)CC2)c1 | 17%
COc1ccccc1CNC(=O)COn1nnc2ccc(S(=O)(=O)N3CCOCC3)cc21 | -12%
O=C(Cc1ccc(NC(=O)N2CCCCc3ccccc32)cc1)Nc1ccccc1Br | -7%
CCN(C(=O)CSc1nc2ccccc2c2nc(CCn3c(C)nc4ccccc43)nn12)c1cccc(C)c1 | 0%
CCCCN(C(=O)CSCC(=O)Nc1ccc(C)cc1)c1c(N)n(Cc2ccccc2)c(=O)[nH]c1=O | -8%
CCOc1ccc(C2N3CC4(C(C)C)CN2CC(C(C)C)(C3)C4=O)cc1OC (configuration not stated) | 2%
COc1ccc(-n2c(-c3ccccc3F)nc3c(cnn3-c3ccc(C)cc3)c2=O)cc1 | -18%
COc1ccc2oc(-c3ccc(C)c(NC(=O)c4sc5ccccc5c4Cl)c3)nc2c1 | -13%
COc1ccc(OCCCCn2c(-c3ccc(Cl)cc3)nc3ccccc3c2=O)cc1 | 8%
COc1ccc(NC(=O)c2sc3nc4c(c(-c5ccc(OC)cc5)c3c2N)C(=O)CC(C)(C)C4)cc1 | 9%
Cc1cc(C)c(Nc2nn3c(=O)c4cc5c(cc4nc3s2)OCO5)c(C)c1 | -8%
Cc1cc(/C=N/Nc2nc(N3CCOCC3)nc(N3CCOCC3)n2)c(C)n1-c1ccccc1 | 18%
CCCCOc1cccc(C(=O)N(Cc2ccc(Br)o2)C2CCS(=O)(=O)C2)c1 (configuration not stated) | 6%
Cc1ccccc1Nc1c(-c2ccccn2)nc2c(C)cccn12 | -18%
COc1ccc(CCNC(=O)C2CCN(c3nc4ccccc4nc3C(F)(F)F)CC2)cc1OC | 5%
CCC(Cn1nnc2ccccc2c1=O)NC(=O)Nc1cccc(C)c1C (configuration not stated) | -5%
Cc1ccc(Cn2c(=O)n(-c3ccccc3)c(=O)c3ccc(C(=O)NCc4ccco4)cc32)cc1 | -12%
O=C1CN(CCN2CC(=O)N(Cc3ccccc3)C(=O)C2)CC(=O)N1Cc1ccccc1 | -3%
Cc1c(C(=O)N/N=C/c2cccnc2)nnn1-c1nonc1N | 1%
O=C(Nc1cc(-c2nc3cc(Cl)ccc3o2)ccc1Cl)c1cc2ccccc2o1 | -5%
Cc1ccccc1C1(O)c2ccccc2-c2ccccc21 | 16%
CC(=O)Nc1nnc(SCC(=O)NC2CCCC2)s1 | 3%
Cc1cccc(NC(=S)NCC(C)CSc2ccc(Cl)cc2)c1 (configuration not stated) | 0%
CCCCCC(=O)N(c1ccc(OCC)cc1)S(=O)(=O)c1ccc2c(c1)n(C)c(=O)n2C | 2%
Cc1nn(-c2ccc(N3CCCC3)nn2)c(C)c1CCC(=O)N1CCN(c2ccc(F)cc2)CC1 | -4%
COc1ccc(-c2nnc(SCC(=O)NCCC(C)C)nc2-c2ccc(OC)c(OC)c2)cc1OC | 1%
O=C(CN1N=C(c2ccc(Cl)cc2)CCC1=O)NCc1ccc(F)cc1 | 0%
Cn1c(SCC(=O)N2CCCc3ccccc32)ncc(C(=O)Nc2ccc(Cl)cc2)c1=O | 4%
CCOc1ccc(NC(=O)c2oc3ccccc3c2NC(=O)Cc2cccc(C)c2)cc1 | 5%
CC(C(=O)OCC(=O)Nc1ccccc1OC(F)F)N1C(=O)C2CC=CCC2C1=O (configuration not stated) | -3%
COc1cccc(-c2nc(CS(=O)(=O)CC(=O)Nc3c(C)cccc3C)c(C)o2)c1 | -2%
Cc1noc(C)c1COc1ccc2ccc(=O)oc2c1 | 4%
COc1ccc2c(c1)c1c(c(=O)n(-c3ccc(OC)c(OC)c3)c(=O)n1Cc1ccc(F)cc1)n2C | -5%
Cc1c(C(=O)Nc2cccc(C(F)(F)F)c2)sc2nc3n(c(=O)c12)CCC3 | -1%
O=C(N/N=C/c1ccc(O)c([N+](=O)[O-])c1)C1CC1(c1ccccc1)c1ccccc1 (configuration not stated) | -1%

Laid out differently: entries from further up.
| SMILES | aSyn tox rescue |
| --- | --- |
| CC(=O)Nc1nnc(SCC(=O)NC2CCCC2)s1 | 3% |
| Cc1cccc(NC(=S)NCC(C)CSc2ccc(Cl)cc2)c1 (configuration not stated) | 0% |
| CCCCCC(=O)N(c1ccc(OCC)cc1)S(=O)(=O)c1ccc2c(c1)n(C)c(=O)n2C | 2% |
| Cc1nn(-c2ccc(N3CCCC3)nn2)c(C)c1CCC(=O)N1CCN(c2ccc(F)cc2)CC1 | -4% |
| COc1ccc(-c2nnc(SCC(=O)NCCC(C)C)nc2-c2ccc(OC)c(OC)c2)cc1OC | 1% |
| O=C(CN1N=C(c2ccc(Cl)cc2)CCC1=O)NCc1ccc(F)cc1 | 0% |
| Cn1c(SCC(=O)N2CCCc3ccccc32)ncc(C(=O)Nc2ccc(Cl)cc2)c1=O | 4% |
| CCOc1ccc(NC(=O)c2oc3ccccc3c2NC(=O)Cc2cccc(C)c2)cc1 | 5% |
| CC(C(=O)OCC(=O)Nc1ccccc1OC(F)F)N1C(=O)C2CC=CCC2C1=O (configuration not stated) | -3% |
| COc1cccc(-c2nc(CS(=O)(=O)CC(=O)Nc3c(C)cccc3C)c(C)o2)c1 | -2% |
| Cc1noc(C)c1COc1ccc2ccc(=O)oc2c1 | 4% |
| COc1ccc2c(c1)c1c(c(=O)n(-c3ccc(OC)c(OC)c3)c(=O)n1Cc1ccc(F)cc1)n2C | -5% |
| Cc1c(C(=O)Nc2cccc(C(F)(F)F)c2)sc2nc3n(c(=O)c12)CCC3 | -1% |
| O=C(N/N=C/c1ccc(O)c([N+](=O)[O-])c1)C1CC1(c1ccccc1)c1ccccc1 (configuration not stated) | -1% |

Following part
SMILES | aSyn tox rescue
Cc1csc(NC(=O)CSCC(=O)O)c1-c1nc2ccccc2s1 | -36%[inhibitor]
O=C(CSc1ccc(-c2ccccn2)nn1)Nc1nccs1 | -5%
COc1cc(Cl)c(C)cc1NC(c1ccccc1)c1nnc(-c2ccccc2Cl)o1 (configuration not stated) | 1%
Cc1ccc(NC(=O)c2c(C)oc3c2C2=NCCN2C=N3)cc1F | -13%
O=C(NCc1nc2ccccc2[nH]1)c1cccc(S(=O)(=O)N2CCCCC2)c1 | 0%
CCN1C(=O)Cc2cc(S(=O)(=O)NCCc3ccccc3)ccc21 | 11%
Cc1ccc2c(c1)N(C(=O)CCC(=O)NCc1ccccc1F)CC(C)O2 (configuration not stated) | -9%
C/C(CC(=O)Nc1ccc2c(c1)OCCO2)=N\NC(=O)c1cccc(O)c1 | 3%
Cc1ccc(N2CCN(c3nc4ccc(C)cc4n4nnnc34)CC2)c(C)c1 | 9%
CCc1cccc(C)c1NC(=O)Cn1c(=O)n(-c2cccc(C)c2)c(=O)c2c1c1cc(C)ccc1n2C | -2%
CCOC(=O)c1cc(-c2ccc(F)cc2)n(CC(=O)NC2CCCCC2)c1C | -1%
Cc1ccc(C(=O)n2nc(C)c(S(=O)(=O)N3CCOCC3)c2C)cc1C | 28%
Clc1cccc(CSc2nc3ccncc3[nH]2)c1 | 3%
O=CN1CCN(C(=O)Cc2ccc(Cl)cc2)CC1 | 0%
Cc1ccc2c(c1)-c1c(cnc3cc(-c4ccccc4)nn13)CO2 | -2%
COCCCNC(=O)CCCN1C(=O)CCn2nc(-c3cccn3C)cc21 | -1%
CCCCOc1ccccc1C(=O)N(Cc1sccc1C)C1CCS(=O)(=O)C1 (configuration not stated) | -4%
